Screening results: PubChem BioAssay, National Center for Advancing Translational Sciences (NCATS)
TDP1 cell CPT: DT40-hTDP1 cell growth loss with CPT | chicken DT40 Tdp1-/-;hTDP1 cells + 20 nM CPT, ATP luminescence, 48 h | Potency, µM (top dose mostly 46.2 µM), inactives show at the highest dose activity change, negative = growth inhibition, usual class: inhibitors | hit rate 12% among 420,000 | AID 686979; also: nearly all actives have a fitted effect of over 55% in size
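Cell growth measured by CellTiter-Glo luminescence after a minimum 48 h, 37 C compound exposure with 20 nM CPT in Tdp1-knockout DT40 cells stably expressing hTDP1, seeded 400/well; qHTS titration format.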
FEN1 inh: blocks human flap endonuclease 1; Potency, µM (top dose mostly 114 µM), for inactives: top-dose activity change, negative = inhibition, usual class: inhibitors; P39748; AID 588795; hit rate 0.35% among 390,000; Recombinant FEN1 flap cleavage, fluorescence, 15 min; also: nearly all actives have a fitted effect of over 65% in size
Target sequence (P39748 whole entry, looked up): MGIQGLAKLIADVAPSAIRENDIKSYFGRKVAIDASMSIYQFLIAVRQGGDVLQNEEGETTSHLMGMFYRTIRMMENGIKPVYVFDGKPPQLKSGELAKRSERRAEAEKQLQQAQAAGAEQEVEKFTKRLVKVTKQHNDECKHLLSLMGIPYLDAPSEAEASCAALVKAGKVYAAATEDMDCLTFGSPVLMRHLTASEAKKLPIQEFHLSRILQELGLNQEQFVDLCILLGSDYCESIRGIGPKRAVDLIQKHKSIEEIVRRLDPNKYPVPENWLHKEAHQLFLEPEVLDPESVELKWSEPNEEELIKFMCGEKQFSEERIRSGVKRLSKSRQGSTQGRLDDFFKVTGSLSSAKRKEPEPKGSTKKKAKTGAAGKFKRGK
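Reaction started by adding substrate (50 nM final) to 10 nM enzyme after 15 min room-temperature compound preincubation. Reads at 0 and 15 min, with data normalized and fitted to a four-parameter Hill equation.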
N370S GC: N370S glucocerebrosidase modulation, Gaucher chaperone candidate; P04062; N370S GC spleen homogenate, 4MU-glucoside fluorescence; Potency, µM (doses to about 59.4 µM), for the others: at the top dose activity change, negative = inhibition, hits mostly inhibitors; hit rate 0.092% among 330,000; AID 2101;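 also: 0% = full enzyme activity and -100% = no enzyme basal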
An asterisk follows results filed as active; ? = inconclusive; . = not tested or not shown; & = joins results of further samples; ! = not confirmed by another sample; [ ] = dose if it differs, or a comment. Calls follow the shape of the dose curve; as a rule, active = well fitted curve in the direction sought with a large enough effect; inconclusive = small, poorly fitted or top-dose-only effect, or another doubt; inactive = no such curve, though single readings can be large; an effect the other way counts as inactive or inconclusive. Unless noted, % is scaled to controls: 0 for no effect and ±100 for the full control effect; potency is read from the fitted curve at half-maximal effect.

SMILES	TDP1 cell CPT	FEN1 inh	N370S GC
COc1ccc(C(=O)NCC(=O)N2CC=C(c3ccccc3)CC2)cc1OC	?	-15%	.
CCn1c(NCc2cccc(OC)c2OC)nc2ccccc21	-28%	-3%	-2%
CCCCNC(=O)c1cn(CC)c2ccc(S(=O)(=O)N3CCCC3)cc2c1=O	-22%	16%	2%
O=C(NC1CCCCCC1)c1c2c(nc3ccccc13)CCN(Cc1ccccc1)C2	18µM*	16%	1%
Cc1nn2c(=O)cc(COC(=O)c3cccc(NC(=O)COc4ccc(C)c(C)c4)c3)nc2s1	17%	-4%	.
CC(C)(C)c1cc(=O)[nH]c(SCc2ccccc2Cl)n1	12%	-1%	-2%
CCOc1c2ccc(C(=O)NCc3cc(C(F)(F)F)cc(C(F)(F)F)c3)cc2nn1CCOC	-7%	?	1%[12.8 µM]
O=C(C1CCCO1)N1CCN(S(=O)(=O)c2ccc(F)cc2)CC1 (stereo unspecified)	1%	2%	-5%
CCC1CCCCN1CCCNC(=O)Cn1nc(C)n2nc(-c3ccccc3)cc2c1=O (stereo unspecified)	-15%	-10%	-1%
NC(C(=O)NC1C(=O)N2C(C(=O)O)=C(Cl)CSC12)c1ccccc1 (stereo unspecified)	-20%	.	7%
CC1CN(C(=O)Nc2ccc3snnc3c2)c2ccccc21 (stereo unspecified)	?	-10%	3%
CC(=O)c1ccc(OC(=O)CCNC(=O)c2ccccc2)cc1	-1%	-10%	.
O=c1[nH]c2ccccc2cc1-c1nnn(-c2ccc(Cl)c(Cl)c2)n1	7.3µM*	16%	.
COc1ccc(Cl)cc1Nc1nc(C)nc2c1oc1ccccc12	?	2%	-6%
COc1ccccc1C(=O)NCCNc1nc2cc(C)cc(C)c2cc1C#N	?	10%	-20%
O=C(CCCn1c(=S)[nH]c2cc3c(cc2c1=O)OCO3)NCCc1ccccc1Cl	-7%	19%	3%
O=C(NCc1cccnc1)/C(=C\c1ccc(-c2ccc(Br)cc2)o1)S(=O)(=O)c1ccccc1	2.9µM*	-1%	-6%
Cc1ccc2c(c1)C(c1ccc([N+](=O)[O-])cc1)=NNC(c1ccc(Br)cc1)=N2	-22%	1%	-7%
O=C(NCc1ccco1)c1ccc(Cl)nc1	-11%	13%	1%
O=C(Nc1ccccc1)OC1C2CCC1C(N1CCCCC1)CC2 (stereo unspecified)	-3%	0%	7%
COc1cc(C2C(C(=O)Nc3ccc(C)cc3C)=C(C)Nc3nc(SCc4ccccc4)nn32)cc(OC)c1OC (stereo unspecified)	21µM*	17%	.
COc1ccc(C)cc1NC(=O)c1nnn(Cc2cccc(C(F)(F)F)c2)c1N	-1%	6%	6%
Cc1ccc(OCCCn2ccnc2)c(Br)c1	-19%	17%	0%
CSc1nc(SCC(N)=O)c2c3c(sc2n1)CN(C)CC3	?	50µM*	8%[2.35 µM]
CC(=O)c1ccc(OCc2cc(C(=O)NC3CCCCC3)no2)cc1	-19%	19%	-2%
CCOC(=O)c1ccc(NC(=O)CC2OCCN(CC)C2=O)cc1 (stereo unspecified)	18µM*	4%	-2%
O=C(NCc1ccncc1)c1cncc(Br)c1	6%	21%	-10%
CCOc1cc(C2C(C(=O)OC)=C(C)NC3=C2C(=O)c2ccccc23)c(Br)cc1O (stereo unspecified)	?	-15%	.
Fc1ccccc1N1CCN(c2nccn3nc(-c4ccc(Br)cc4)cc23)CC1	-1%	-3%	.
Cc1ccccc1C(=O)c1cccn1CC(=O)NCCCc1ccccc1	?	-24%	-20%
Cc1ccc(NC(=O)Nc2cccs2)c(C)c1	15µM*	-5%	.
CCOC(=O)c1cc(-c2ccc(F)cc2)n(CCC(=O)NCc2ccc(C)cc2)c1C	?	-5%	.
O=C(c1ccc(Cl)cc1)c1ccc(CN2C(=O)c3ccccc3C2=O)o1	-1%	-18%	?
CN(C(=O)CSc1nnc(-c2ccccc2F)o1)c1ccccc1	1%	4%	-1%
CN(Cc1ccccc1)c1nc(N)c([N+](=O)[O-])c(NCc2ccccc2)n1	?	6%	4%
COc1ccc(-c2csc(NC(=O)c3cccs3)c2C(=O)O)cc1OC	-3%	4%	-5%
Cc1ccc(NS(=O)(=O)c2ccc3c(c2)NC(=O)C(C)C(=O)N3)c(Br)c1 (stereo unspecified)	-12%	-1%	-18%
COc1ccc(C)cc1N(C(=O)COc1cccc(F)c1)c1nc2ccccc2s1	?	-11%	3%
OCc1ccc(-c2nn(Cc3ccccc3)c3ccccc23)o1	11µM*!	4%&2%	1%&12%&16%
CC(C)N1CSC(=S)N(Cc2ccccc2)C1	4.1µM*	-3%	7%
CCn1c(-c2cccnc2)n[nH]c1=S	-1%	-14%	19%
CCC(=O)NCCNc1nc2cc(C)c(C)cc2cc1C#N	3%	-2%	5%
CCC1CCC(c2nnc(-c3ccc([N+](=O)[O-])cc3)o2)CC1 (stereo unspecified)	-18%	-4%	18%
CCOC(=O)c1cc(-c2ccc(C)cc2)nc2nc(SC)[nH]c(=O)c12	-2%	1%	13%
O=C1c2ccccc2C(O)(c2ccccc2)N1CCc1ccccc1 (stereo unspecified)	-20%	-3%	-3%
COc1ccc(NC(=O)CN(c2ccccc2F)S(=O)(=O)c2ccc(C)cc2)cc1	-6%	-16%	27%
O=C(O)COCC(=O)N1CCN(C(c2ccccc2)c2ccccc2)CC1	9%	-1%	4%
CCN1CCN(C(=O)/C=C/c2ccc([N+](=O)[O-])cc2)CC1	-17%	2%	-18%
CC(=O)Nc1ccc2c(c1)C(=O)c1cccc(C(=O)O)c1-2	4%	6%	.
CCOC(=O)C1(Cc2cccc(OC)c2)CCN(C(C)CC(C)(C)O)CC1 (stereo unspecified)	-10%	-8%	-8%
CCOCCCNc1ncnc2c1[nH]c1ccccc12	10µM*	-7%	1%
N/C(=N\c1nc2c(c(=O)[nH]1)CCC2)Nc1cccc(Cl)c1	21µM*	7%	6%
Cc1cccc(N2CC(c3nc4ccc(C)cc4[nH]3)CC2=O)c1 (stereo unspecified)	-6%	-2%	.
COc1cc(CNC2CCCCCCC2)ccc1OCC(N)=O	22%	-10%	2%
COC(=O)Nc1nn(-c2ccc(Cl)cc2)c(=O)c(C#N)c1C	-5%	23%	-3%
O=C(CC(O)CCc1ccccc1)c1ccc(O)cc1 (stereo unspecified)	-18%	3%	.
COCCn1c(=NC(=O)CCS(=O)(=O)c2ccccc2)sc2cc(F)ccc21	18µM*	0%	-3%
COc1ccc(C(C)=O)cc1COC(=O)CCNS(=O)(=O)c1ccc(C)c(C)c1	-1%	-7%	3%
Cc1ccc(NS(=O)(=O)c2cc([N+](=O)[O-])ccc2N/N=C/c2sc(N3CCOCC3)nc2-c2ccccc2)c(C)c1	21µM*	18%	12%
Cc1ccc(OCC(=O)NC2CCS(=O)(=O)C2)c([N+](=O)[O-])n1 (stereo unspecified)	2%	3%	1%

Next results.
SMILES	TDP1 cell CPT	FEN1 inh	N370S GC
CN1C(=O)/C(=C\c2ccccc2OCc2ccccc2)SC1=S	-4%	-5%	-1%
Cc1ccccc1Nc1nc(N)nc(CSc2nc3ccccc3c(=O)n2C)n1	9.2µM*	0%	?
CCc1ccccc1NC(=O)Nc1cccc(F)c1	?	18%	9%
COc1ccc(S(=O)(=O)O/N=C2\CCCc3ccccc32)cc1	?	5%	-6%
NNC(=O)CNC(c1ccccc1)c1cc(Br)ccc1N (stereo unspecified)	8%	-1%	-1%
O=C(CSc1ncccc1C(=O)O)c1ccc2ccccc2c1	?	7%	18%
CN(C)c1ccc(/C=C/C(=O)c2cccnc2)cc1	6%	-3%	-11%
CCc1sc(NC(=O)CN2CCC(C(N)=O)CC2)nc1-c1ccccc1	-1%	24%	-3%
O=C(c1ccc(NS(=O)(=O)c2cccc3cccnc23)cc1)N1CCCCC1	-21%	21%	6%
Cc1ccc(/C=C2/SC(=S)N(CCCC(=O)Nc3cc([N+](=O)[O-])ccc3O)C2=O)cc1	6%	-7%	0%
Cc1ccc(-c2noc(-c3nnn(CC(=O)Nc4cccc(C(F)(F)F)c4)c3N)n2)cc1	2.1µM*	2%	.
Nc1nc(SCC(=O)NC2CCCCC2)n[nH]1	4%	-7%	-2%
Cc1ccc(S(=O)(=O)NC(=NC(C)C)c2ccccc2)cc1	4%	1%	-11%
O=C(Cc1cccc2ccccc12)Nc1ccccc1Br	2%	-11%	4%
O=[N+]([O-])c1cccc(S(=O)(=O)Nc2ccc(-c3ccc(N4CCOCC4)nn3)cc2)c1	-24%	10%	?
CCOC(=O)Cn1cnc2c(sc3nc(C)cc(C)c32)c1=O	-1%	10%	1%
CSCCC(NC(=O)c1ccc(Cl)cc1Cl)C(=O)NNC(=O)c1csc(N2CCOCC2)n1 (stereo unspecified)	5%	0%	0%
COc1ccccc1N1C(=O)c2cccnc2C1=O	-2%	-4%	-6%
O=C(O)CSc1nnc(NC(=O)c2ccc3c(c2)OCO3)s1	7%	-7%	-13%
COC(OC)c1ccnc(SCc2ccccc2Cl)n1	14%	-6%	4%
Cc1ccc(C(=O)NNC(=O)c2cc(C)nc3ccccc23)cc1	3%	5%	.
O=c1c(-c2ccccc2)nc2cnc(N3CCNCC3)nc2n1Cc1cccs1	?	.	-19%
COc1ccc(C(O)(CCc2ccccc2)CCN2CCCCC2)cc1 (stereo unspecified)	?	-7%	-5%
O=C(Nc1ccccc1)Nc1ccc(C(=O)N2CCCC2)cc1	21µM*	13%	8%
CCN(CC)CCCNC(=O)Cn1nc([N+](=O)[O-])c(Cl)c1C	-12%	4%	-1%
COc1ccc(OC)c(NC(=O)Cn2cccc2)c1	-2%	-11%	11%
CCCCN(C)C(=O)Cn1c(SCC(=O)Nc2ccc(C)c(C)c2)nc2ccccc21	?	-18%	.
O=C(CSc1nccc(=O)[nH]1)Nc1cccc2ccccc12	23%	14%	2%
CCCCn1c(SCC(=O)NNC(=O)c2ccco2)nnc1-c1ccco1	11%	3%	6%
CSCCC(NS(=O)(=O)c1ccc2c(c1)oc(=O)n2C)C(=O)NCc1ccc(C)cc1 (stereo unspecified)	-4%	15%	-17%

Single records (already shown). Order of values: TDP1 cell CPT	FEN1 inh	N370S GC
O=C(Nc1ccccc1)Nc1ccc(C(=O)N2CCCC2)cc1 across the screens: 21µM*	13%	8%
CCOC(=O)c1cc(-c2ccc(F)cc2)n(CCC(=O)NCc2ccc(C)cc2)c1C across the screens: ?	-5%	.
CCOc1c2ccc(C(=O)NCc3cc(C(F)(F)F)cc(C(F)(F)F)c3)cc2nn1CCOC across the screens: -7%	?	1%[12.8 µM]

Reformatted with two lines to a compound: 4 of the compounds above
Under each structure – TDP1 cell CPT, FEN1 inh, N370S GC
> CCOC(=O)Cn1cnc2c(sc3nc(C)cc(C)c32)c1=O
→ -1%, 10%, 1%
> CSCCC(NC(=O)c1ccc(Cl)cc1Cl)C(=O)NNC(=O)c1csc(N2CCOCC2)n1 (stereo unspecified)
→ 5%, 0%, 0%
> COc1ccccc1N1C(=O)c2cccnc2C1=O
→ -2%, -4%, -6%
> O=C(O)CSc1nnc(NC(=O)c2ccc3c(c2)OCO3)s1
→ 7%, -7%, -13%

Carrying on:
SMILES	TDP1 cell CPT	FEN1 inh	N370S GC
CCOC(=O)CN=C(NS(=O)(=O)c1ccc(Cl)cc1)c1ccccc1	-7%	1%	0%
Cc1ccc(C(C)NC(=O)c2cccs2)cc1 (stereo unspecified)	2%	-1%	.
Oc1cncc(Cc2ccccc2)c1	-18%	5%	4%
O=C(Nc1cccc(S(=O)(=O)NC2=NCCCCC2)c1)C1COc2ccccc2O1 (stereo unspecified)	?	16%	1%
COC(=O)Nc1nc2c(s1)CCCC2	10%	1%	3%
O=C(/C=C/c1ccc(S(=O)(=O)N2CCOCC2)cc1)N1CCN(c2ccc(F)cc2)CC1	7.3µM*	0%	-2%
CCCCn1c(C)nc2cc(S(=O)(=O)N3CCOCC3)ccc21	-27%	5%	.
COc1cc(C(C(=O)NC2CCCCC2)N(Cc2cccs2)C(=O)Cc2c[nH]c3ccccc23)cc(OC)c1OC (stereo unspecified)	23µM*	3%	4%
CC(=O)N/C(=C/c1ccc2c(c1)OCO2)C(=O)N1CCOCC1	11%	5%	3%
O=C(O)c1cc(S(=O)(=O)N2CCCCCC2)ccc1Cl	2%	-2%	1%
O=S(=O)(NNC(=S)NCC1CCCO1)c1cc(Cl)ccc1Cl (stereo unspecified)	1%	6%	-3%
C/C(=N\NC(=O)c1csc2ccccc12)c1ccc(O)cc1	?	-7%	5%
CCCCn1c(SCC(=O)NCc2cccs2)nc2c1c(=O)n(C)c(=O)n2C	-11%	0%	1%
COc1ccc2oc(=O)c(/C(N)=N/NC(=O)c3ccncc3)cc2c1	-1%	-2%	0%

Only part of the results is shown (hit frequency here may not be typical).
